TrxR1 substrate: qHTS Assay for Substrates of Mammalian Selenoprotein Thioredoxin Reductase 1 (TrxR1): qHTS. purified TrxR1 substrate turnover, NADPH consumption readout. AID 588456, 2011. Thioredoxin reductase 1, cytoplasmic (Rattus norvegicus), O89049. Potency, µM (highest dose often 114 µM), without a hit: at the highest dose activity change, negative = substrate turnover. 390,000 tested, 0.01% active; note: potency is the fitted concentration of half-maximal effect; % is set by controls: 0 for no effect and ±100 for the full control effect; nearly all actives have a fitted effect of over 50% in size
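Rat TrxR1, dispensed at 90 nM, was prereduced with 400 uM NADPH (final) for 5 min at ~22 deg C, then incubated with compound 15 min before 400 uM selenite. A first-read NADPH fluorescence drop versus no-compound background flagged substrates.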
LDHA inh: qHTS assay for inhibitors of human lactate dehydrogenase | purified LDHA, NADH/diaphorase-resazurin fluorescence; hits give low values | 480,000 tested, 0.15% active | activity change, % (values are at about 110 or 230 µM) | L-lactate dehydrogenase A chain (Homo sapiens), P00338 | AID 1347041, 2019; in the data active = activity change below about -30%; inconclusive = mostly about -25% to -30%;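 note: plate controls were DMSO wells for no effect and wells without enzyme for full effect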
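Enzyme activity of human lactate dehydrogenase 5 (2 nM; 0.06 mM NADH, 0.2 mM pyruvate, 5 min, RT) is measured via a resazurin/diaphorase fluorescence readout of residual NADH.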
Vif-APOBEC3F blk: qHTS for Inhibitors of Vif-A3F Interactions: qHTS. HeLa A3F-eYFP + Vif (tagged APOBEC3F with the HIV-1 protein that degrades it), YFP fluorescence increase. Potency, µM (titrated, usually from 46.1 µM), without a hit: at the top dose activity, negative = active. 390,000 tested, 0.2% active; note: potency is the fitted concentration of half-maximal effect; % of control where 0% means no effect; nearly all actives have a fitted effect of over 65% in size
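HeLa cells stably expressing A3F-eYFP plus Vif, plated and incubated overnight at 37 deg C, then exposed to compounds overnight at 37 deg C. Blocked degradation read as raised yellow fluorescence (Ex 488/Em 500-530).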
GRP78 ERSR act: qHTS for Inducers of the Endoplasmic Reticulum Stress Response (ERSR) in Human Glioma: qHTS; U87-MG GRP78 promoter luciferase reporter, 16 h; Potency, µM, without a hit: top-dose activation, most hits filed as activators; 420,000 tested, 0.02% active; AID 602332, 2012; note: potency is the fitted concentration of half-maximal effect; series mostly up to about 76 µM; % of control where 0% means no effect; nearly all actives have a fitted effect of over 35% in size
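Stably transfected U87-MG human glioma cells carrying a GRP78-based luminescent sensor were seeded at 1000 cells/well, pin-dosed with compounds and incubated 16 h. Luciferase reagent was then added, and end-point luminescence was read after 10 min at room temperature.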
IDH1 R132H inh: qHTS for Inhibitors of mutant isocitrate dehydrogenase 1 (IDH1): qHTS | 390,000 tested, 0.093% active | Isocitrate dehydrogenase [NADP] cytoplasmic (Homo sapiens), O75874 | IDH1-R132H enzyme, NADPH consumption, diaphorase/resazurin fluorescence | AID 602179, 2012 | Potency, µM (titrated, usually from 76.6 µM), for inactives: at the top dose activity change, negative = inhibition, actives largely listed as inhibitors; note: potency is the fitted concentration of half-maximal effect; % is set by controls: 0 for no effect and ±100 for the full control effect; nearly all actives have a fitted effect of over 65% in size
Target sequence (O75874 whole entry R132H, stated change not applied): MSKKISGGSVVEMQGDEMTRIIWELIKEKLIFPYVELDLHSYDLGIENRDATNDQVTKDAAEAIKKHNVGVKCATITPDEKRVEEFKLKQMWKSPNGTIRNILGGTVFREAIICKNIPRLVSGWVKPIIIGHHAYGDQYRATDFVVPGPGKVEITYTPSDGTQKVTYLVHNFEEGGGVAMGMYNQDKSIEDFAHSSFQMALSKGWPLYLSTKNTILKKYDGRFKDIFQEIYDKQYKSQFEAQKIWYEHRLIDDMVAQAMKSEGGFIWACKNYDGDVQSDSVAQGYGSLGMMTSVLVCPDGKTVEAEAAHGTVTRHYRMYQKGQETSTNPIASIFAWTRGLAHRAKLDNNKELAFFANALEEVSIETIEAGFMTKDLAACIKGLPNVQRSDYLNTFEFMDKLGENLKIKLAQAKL
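IDH1-R132H (0.5 ug/mL) preincubated 30 min with compound, then NADPH (0.016 mM) and alpha-KG (2 mM) added; 80 min at RT, pH 7.5. Remaining NADPH coupled via diaphorase/resazurin to fluorescence (540/590 nm); concentration-response curves normalized to no-enzyme control.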
USP1 inh: Inhibitors of USP1/UAF1: Primary Screen | 390,000 tested, 0.23% active | recombinant USP1/UAF1, Ub-Rhodamine cleavage fluorescence | Potency, µM (highest dose often 57.1 µM), for inactives: at the top dose activity change, negative = inhibition, most hits filed as inhibitors | Ubiquitin carboxyl-terminal hydrolase 1 (Homo sapiens), O94782; note: potency is the fitted concentration of half-maximal effect; % is set by controls: 0 for no effect and ±100 for the full control effect; nearly all actives have a fitted effect of over 60% in size; inactives centre near -12
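Step one: compound is pinned into 1nM USP1/UAF1 in HEPES pH 7.8 buffer with TCEP. Step two: 15 min room-temperature incubation. Step three: Ub-Rho (150nM final) starts cleavage, tracked by fluorescence over six one-minute reads.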
Vif-A3G inh: qHTS for Inhibitors of Vif-A3G Interactions: qHTS; HeLa A3G-eYFP + Vif (tagged APOBEC3G with the HIV-1 protein that degrades it), YFP fluorescence, overnight; Potency, µM (top dose mostly 46.1 µM), for the others: at the highest dose activity, negative = active, actives largely listed as inhibitors; 410,000 tested, 0.076% active;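 note: potency is the fitted concentration of half-maximal effect; % is set by controls: 0 for no effect and ±100 for the full control effect; nearly all actives have a fitted effect of over 60% in size; hits raise eYFP signal because A3G escapes Vif-driven loss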
Target sequence (Q9HC16 whole entry, looked up): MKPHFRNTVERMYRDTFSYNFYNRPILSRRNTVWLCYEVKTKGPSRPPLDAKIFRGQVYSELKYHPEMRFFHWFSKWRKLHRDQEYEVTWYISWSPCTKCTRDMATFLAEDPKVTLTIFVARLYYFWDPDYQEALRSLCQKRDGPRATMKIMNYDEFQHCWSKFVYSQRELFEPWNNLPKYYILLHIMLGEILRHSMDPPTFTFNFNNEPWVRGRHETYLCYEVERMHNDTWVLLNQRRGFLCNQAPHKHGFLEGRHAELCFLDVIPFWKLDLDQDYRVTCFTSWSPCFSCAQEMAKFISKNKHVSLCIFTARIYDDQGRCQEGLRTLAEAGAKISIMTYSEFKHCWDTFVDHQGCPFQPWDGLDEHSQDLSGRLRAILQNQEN
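Read-out is eYFP fluorescence (Ex 488/Em 500-530) from Vif-expressing HeLa A3G-eYFP cells; more signal means A3G escaped Vif-mediated degradation. Cells plated overnight, compound pinned in, incubated overnight at 37 deg C.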
rTrxR1 inhibitor: qHTS Assay for Inhibitors of Mammalian Selenoprotein Thioredoxin Reductase 1 (TrxR1): qHTS; 390,000 tested, 1% active; AID 588453, 2011; Potency, µM (series often up to 114 µM), without a hit: at the top dose activity change, negative = inhibition, most hits filed as inhibitors; Thioredoxin reductase 1, cytoplasmic (Rattus norvegicus), O89049; recombinant rTrxR1, NADPH fluorescence consumption, selenite substrate; note: potency is the fitted concentration of half-maximal effect; % is set by controls: 0 for no effect and ±100 for the full control effect; nearly all actives have a fitted effect of over 65% in size
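Rat TrxR1 (90 nM in the dispensed reagent) was pre-reduced with 400 uM NADPH for 5 min at room temperature, then incubated with compound for 15 min. After 400 uM selenite was added, NADPH fluorescence (Ex 340/Em 450 nm) was followed for 8 min.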
RGS4 inhibitor: Inhibitors of Regulator of G Protein Signaling (RGS) 4: qHTS. Regulator of G-protein signaling 4 (Homo sapiens), P49798. Transcreener GDP fluorescence polarization, RGS4-accelerated GTP hydrolysis. Potency, µM (titrated, usually from 114 µM), inactives show at the highest dose activity change, negative = inhibition, most hits filed as inhibitors. 390,000 tested, 0.039% active; note: potency is the fitted concentration of half-maximal effect; % is set by controls: 0 for no effect and ±100 for the full control effect; nearly all actives have a fitted effect of over 75% in size; some results filed as inactive show a strong effect at the top dose
Target sequence (P49798 whole entry, looked up): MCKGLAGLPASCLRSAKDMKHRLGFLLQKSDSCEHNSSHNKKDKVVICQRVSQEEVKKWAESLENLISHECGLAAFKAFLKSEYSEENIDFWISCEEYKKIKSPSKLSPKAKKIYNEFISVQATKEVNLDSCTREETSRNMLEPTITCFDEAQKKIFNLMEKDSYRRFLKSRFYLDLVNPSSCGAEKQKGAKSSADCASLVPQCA
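MLSMR compounds (23 nl, pin-transferred) preincubated 10 min at room temperature with a 500nM (2x) first reagent, then RGS4 at 900nM (2x) plus Transcreener GDP mix added; fluorescence polarization (620/688 nm) read before and after 90 min at 30 °C.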
* hit, by the source's call; ? = inconclusive; · = not tested or not shown; & = joins results of further samples; [ ] = dose if it differs, or a comment. Unless noted, calls come from the whole dose curve; as a rule, active = well fitted curve in the direction sought with a large enough effect; inconclusive = small, poorly fitted or top-dose-only effect, or another doubt; inactive = no such curve, though single readings can be large; an effect the other way counts as inactive or inconclusive. Only part of the results is shown (hit frequency here may not be typical).

SMILES | TrxR1 substrate | LDHA inh | Vif-APOBEC3F blk | GRP78 ERSR act | IDH1 R132H inh | USP1 inh | Vif-A3G inh | rTrxR1 inhibitor | RGS4 inhibitor
CSc1ccc(C(=O)C(C)(C)N2CCOCC2)cc1 | 9%[57.1 µM] | -3 | -1% | -7% | 6% | -19% | -3% | -28%[57.1 µM] | 3%
Cc1ccc(-n2c(C)nc3cc(Cl)ccc3c2=O)nc1 | -2% | -7 | -17% | 5% | -8% | -15% | -7% | 10% | 48%
Cc1ccc(-c2nn(CCC#N)cc2C(=O)O)cc1C | 1% | -6 | -1% | -3% | 0% | -17% | 9% | 3% | -6%
O=c1[nH]c(=O)n(CCc2ccc(F)cc2)c(O)c1C=NCCCN1CCOCC1 | 2% | -7 | -13% | -1% | -1% | -4% | 0% | -10% | 3%
CCCCn1c(O)c(C(C)=NCCCN(C)C)c(=O)[nH]c1=O | -1% | -14 | -1% | -3% | -2% | -4% | 1% | 8% | 14%
CCOC(=O)C1(c2ccccc2)CCN(CCC(C#N)(c2ccccc2)c2ccccc2)CC1 | -13% | -8 | 1% | -4%&-2%&-4% | 2% | 5% | -5% | -9% | 15%
COC(=O)C1=C(c2ccc(OCc3ccccc3)cc2)C[C@@H]2CC[C@H]1N2C(=O)NCc1ccc(OC)cc1 | · | 0 | -3% | -2% | -4% | -11% | 6% | · | ·
O=C(c1ccc(N2CCCCC2)c([N+](=O)[O-])c1)N1CCC2(CC1)OCCO2 | 0%[57.1 µM] | -10 | 4% | -3% | -3% | -5% | 2% | -4%[57.1 µM] | 12%
COC(=O)C1=C(c2cc3ccccc3o2)C[C@@H]2CC[C@H]1N2C(=O)NC1CCCCC1 | 4% | 0 | -1% | -5% | -11% | ? | 0% | 18% | 16%
c1ccc2c(CN3CCCCC3)c[nH]c2c1 | 4% | 0 | 4% | -5% | 3% | -20% | 1% | 21% | -28%
ClCCN1CCSCC1 | 9%[57.1 µM] | -11 | -8% | -3% | 2% | -7% | 2% | -32%[57.1 µM] | 14%
CC(C)Oc1ccc(CC2(CCc3ccncc3)C(=O)NC(=O)NC2=O)cc1 | -22%[57.1 µM] | 1 | 14% | -5% | 6% | -5% | 1% | 3%[57.1 µM] | -4%
O=c1[nH]c(=S)n(C2CCCCC2)c(O)c1/C=N/N1CCOCC1 | -6% | 1 | 2% | -3% | 16% | -22% | -11% | 8% | -14%
CCN1CCN(Cc2ccc(C)cc2C)CC1 | 4% | -3 | 14% | -3% | 5% | -21% | 0% | 14% | 8%
COc1ccc2c(c1)c(C(=O)C(C)N1CCCCC1)c(C)n2C (stereo unspecified) | 7% | -2 | 4% | -2% | 4% | -25% | -4% | 23% | 30%
CSc1ccc(/C=C/c2nc3ccccc3c(=O)n2-c2cccc(Cl)c2C)cc1 | 0%[57.1 µM] | -3 | 3% | -3% | -19% | -5% | 4% | 8%[57.1 µM] | 3%
CCOC(=O)C(C)Oc1cc(C)cc2oc(=O)c3c(c12)CCCC3 (stereo unspecified) | 90%[activator] | -3 | 1% | -3% | 5% | -17% | -5% | 37%[activator] | 2%
CC(C)(C)c1ccccc1O | -3% | -4 | 3% | -1% | 21% | ? | 2% | 3% | 1%
COc1ccccc1-n1c(-c2ccoc2)nc2ccccc2c1=O | 7%[57.1 µM] | -7 | 6% | 1% | 7% | 0% | 1% | 15%[57.1 µM] | 37%
CC(=O)C1=NOC(CNc2ncc(C(F)(F)F)cc2Cl)C1 (stereo unspecified) | -8% | -2 | ? | 2% | -8% | -7% | 2% | -4% | 16%
C[C@H]1CC[C@H]2NCCN[C@H]2C1 | -2% | -7 | 2% | -5% | -2% | -1% | 0% | 9% | 9%
COC(=O)CC1(CC(=O)OC)C(=O)N(c2ccccc2)C(=O)N(c2ccccc2)C1=O | 9%[57.1 µM] | -4 | 1% | -3% | 3% | -14% | 0% | 2%[57.1 µM] | 11%
CCc1ccccc1N1C(=O)CC(=O)NC1=O | 5%[57.1 µM] | -15 | 13% | -4% | 10% | -8% | -5% | -1%[57.1 µM] | -43%
CCOC(=O)C1=C(N)OC2=C(C(=O)CCC2)C12C(=O)N1c3c(ccc(C)c32)C(C)=CC1(C)C (stereo unspecified) | 2%[57.1 µM] | 9 | -3% | -8% | 3% | -22% | 0% | -10%[57.1 µM] | 31%
Cc1c(C(=O)N2CCC3(CC2)OCCO3)sc2ncnc(N3CCc4ccccc4C3)c12 | 2% | -7 | -6% | -3% | 8% | -22% | -2% | 9% | -5%
Cc1c(C(=O)N2CCC3(CC2)OCCO3)oc2ccc(S(=O)(=O)N3CCOCC3)cc12 | 4% | -8 | -3% | -5% | 8% | -15% | 2% | 20% | 18%
COC(=O)C(O)(c1ccc(NC(=S)NC(=O)c2ccc(Cl)cc2Cl)c(C)c1)C(F)(F)F (stereo unspecified) | -1%[57.1 µM] | -9 | -4% | 4% | ? | -7% | 0% | 0%[57.1 µM] | -24%
CN1CCN(c2ncnc3nc[nH]c23)CC1 | 4% | -2 | -2% | -4% | 1% | -22% | 0% | 27% | -6%
CN1CCN(c2ccc(S(=O)(=O)C(F)(F)F)cc2[N+](=O)[O-])CC1 | -4% | 5 | 7% | -1% | 7% | -3% | 4% | -5%[57.1 µM] | 9%
Cc1cccc(C)c1OP(N)(=O)Oc1c(C)cccc1C | -4% | -2 | 0% | -3% | -2% | -12% | 3% | 17% | -1%
CC1(C)N(O)C2CCCCC2N1O (stereo unspecified) | 5% | -1 | 3% | -1% | 13% | -14% | 0% | -12%[57.1 µM] | -10%
O=[N+]([O-])c1cccc2c([As](=O)(O)O)cccc12 | -6% | 4 | 7% | -4% | -6% | -14% | -8% | ? | -6%[56.9 µM]
Cc1cccc(OC(C)C(=O)NCC2(N(C)C)CCCCC2)c1C (stereo unspecified) | -2% | -2 | 0% | -3% | -9% | -7% | -1% | 21% | 9%
COC(=O)C1=C(c2ccc(Cl)c(C(F)(F)F)c2)C[C@@H]2CC[C@H]1N2C(=O)NC1CC1 | -4% | -1 | 5% | 2% | 1% | -22% | 2% | -12% | 12%
Cn1c(=O)oc2cc(S(=O)(=O)N3CCCC(C(=O)Nc4ccccn4)C3)ccc21 (stereo unspecified) | 3% | -4 | 3% | -1% | -10% | 5% | 1% | 26% | 11%
CC(=NCCN1CCCCC1)c1c(O)n(-c2ccc(Cl)cc2)c(=O)[nH]c1=O | 5% | 1 | 6% | -3% | 1% | -14% | -5% | -6% | -15%
CC(C)n1c(O)c(C=NCc2ccccc2)c(=O)[nH]c1=S | -17% | 0 | -2% | -3% | 1% | -6% | -6% | -23% | 31%
CCCCOc1ccc(CCN)cc1Cl | 2% | -3 | -18% | 1% | 3% | -17% | 0% | 2% | -15%
COC(=O)C1=CO[C@@H](OC2OC(CO)C(O)C(O)C2O)[C@@H]2C(CO)=CC[C@H]12 (stereo partly specified) | 2%[57.1 µM] | -5 | 0% | -4% | 2% | ? | 1% | -2%[57.1 µM] | 17%
O=C(COc1ccc2ccccc2c1)N1CCN(Cc2ccncc2)CC1 | 8%[57.1 µM] | ? | -2% | -5% | 5% | -11% | 1% | 13%[57.1 µM] | -20%[11.4 µM]
CC12CCC(=O)C=C1C=CC1C2CCC2(C)C(O)CCC12 (stereo unspecified) | 3% | -12 | 2% | -4% | 0% | ? | -4% | 10% | -8%
COC(=O)C1=C(c2ccc(F)cc2F)C[C@@H]2CC[C@H]1N2C(=O)NC1CCCCC1 | 3% | -2 | 6% | -4% | 6% | -25% | 0% | 12%[57.1 µM] | -4%
Cc1cccc(-n2c(CC3C(=O)Nc4ccc(C)cc43)nc3ccccc3c2=O)c1 (stereo unspecified) | -1% | 5&-2 | · | · | · | ? | · | 10% | 12%

Whole records as entered above. Values in the order: TrxR1 substrate, LDHA inh, Vif-APOBEC3F blk, GRP78 ERSR act, IDH1 R132H inh, USP1 inh, Vif-A3G inh, rTrxR1 inhibitor, RGS4 inhibitor
Listed for CC12CCC(=O)C=C1C=CC1C2CCC2(C)C(O)CCC12 (stereo unspecified) : 3%, -12, 2%, -4%, 0%, ?, -4%, 10%, -8%
Listed for O=C(c1ccc(N2CCCCC2)c([N+](=O)[O-])c1)N1CCC2(CC1)OCCO2 : 0%[57.1 µM], -10, 4%, -3%, -3%, -5%, 2%, -4%[57.1 µM], 12%

Bioassay records from PubChem BioAssay.
